PAFAH2 FP inh = inhibitors of human PAFAH2. Q99487. recombinant PAFAH2, FP-rhodamine activity probe, fluorescence polarization. inhibition, % at 3.39 µM. 340,000 tested, 0.99% active. AID 492956;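 active = inhibition above the mean over all tested compounds plus 3 SD, cut at about 30% in these data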;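 note: inhibitors block probe labeling of enzyme so polarization drops; 0% = enzyme with DMSO and 100% = wells lacking PAFAH2 protein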
ZTA DNA inh = blocks Epstein-Barr virus ZTA, an EBNA-1 counter-screen. 320,000 tested, 0.15% active. inhibition, % at 11 µM. P03206. ZTA-DNA binding, fluorescence polarization. AID 2234; in the data active = inhibition above about 33%
EBNA-1 inhibitor = blocks EBNA-1 binding to DNA; EBNA-1 DNA binding, fluorescence polarization; inhibition, % at 14.8 µM; 300,000 tested, 0.34% active; AID 1950; in the data active = inhibition above about 28%
LYPLA2 inh = blocks human lysophospholipase 2, a PME1 counter-screen. O95372. recombinant LYPLA2, FP-Rh probe fluorescence polarization. inhibition, % at 5.9 µM. AID 2177. 320,000 tested, 0.38% active;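 active = inhibition above the screen-wide mean plus 3 SD, limit set per campaign, cut at about 26% in these data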;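 note: 0% = LYPLA2 with DMSO and 100% = wells lacking LYPLA2 enzyme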
Target sequence (O95372 whole entry, looked up): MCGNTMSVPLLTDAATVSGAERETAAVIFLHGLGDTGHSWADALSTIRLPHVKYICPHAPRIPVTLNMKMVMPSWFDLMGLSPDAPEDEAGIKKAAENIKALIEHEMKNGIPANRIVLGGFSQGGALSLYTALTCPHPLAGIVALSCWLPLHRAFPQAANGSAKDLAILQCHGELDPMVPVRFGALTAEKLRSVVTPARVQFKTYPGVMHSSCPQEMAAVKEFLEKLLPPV
LYPLA1 inh = blocks human lysophospholipase 1, a PME1 counter-screen; inhibition, % at 5.9 µM; 320,000 tested, 0.16% active; recombinant LYPLA1, FP-Rh probe fluorescence polarization; O75608; AID 2174;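 active = inhibition above the mean of all tested compounds plus 3 SD, set per campaign, cut at about 14% in these data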;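 note: inhibitors block serine hydrolase probe labeling of LYPLA1 so polarization falls; 0% = enzyme with DMSO and 100% = wells lacking LYPLA1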
PAFAH1B2 inh = blocks human PAF acetylhydrolase 1b catalytic subunit 2; P68402; recombinant PAFAH1B2, FP-rhodamine activity probe, fluorescence polarization; inhibition, % at 3.39 µM; 340,000 tested, 1.2% active;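 active = inhibition above the mean of all tested compounds plus 3 SD, cut at about 24% in these data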;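 note: 0% = enzyme with DMSO and 100% = wells lacking PAFAH1B2; many of its hits are not listed in these tables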
PAFAH1B3 FP inh = blocks human PAF acetylhydrolase 1B catalytic subunit 3; Q15102; recombinant PAFAH1B3, FP-rhodamine probe, fluorescence polarization; inhibition, % at 3.39 µM; 340,000 tested, 0.28% active;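 active = inhibition above the screen-wide average of all tested compounds plus 3 SD, cut at about 25% in these data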;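 note: 0% = enzyme with DMSO only and 100% = wells lacking PAFAH1B3 protein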
pPAFAH FP inh = pPAFAH (human) enzyme inhibition; Q13093; recombinant pPAFAH, FP-rhodamine probe fluorescence polarization; inhibition, % at 3.39 µM; 330,000 tested, 1.5% active;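 active = inhibition above the mean inhibition across the screen plus 3 SD, cut at about 25% in these data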;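 note: inhibitors block binding of the rhodamine activity-based probe so polarization drops; 0% = enzyme with DMSO and 100% = wells lacking pPAFAH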
PREPL inh = human PREPL enzyme inhibition | Q4J6C6 | recombinant PREPL, fluorescence polarization activity-based probe | inhibition, % at 5.96 µM | 320,000 tested, 0.68% active; in the data active = inhibition above about 43%;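 note: 0% = enzyme with DMSO and 100% = wells lacking enzyme; many of its hits are not listed in these tables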
Target sequence (Q4J6C6 whole entry, looked up): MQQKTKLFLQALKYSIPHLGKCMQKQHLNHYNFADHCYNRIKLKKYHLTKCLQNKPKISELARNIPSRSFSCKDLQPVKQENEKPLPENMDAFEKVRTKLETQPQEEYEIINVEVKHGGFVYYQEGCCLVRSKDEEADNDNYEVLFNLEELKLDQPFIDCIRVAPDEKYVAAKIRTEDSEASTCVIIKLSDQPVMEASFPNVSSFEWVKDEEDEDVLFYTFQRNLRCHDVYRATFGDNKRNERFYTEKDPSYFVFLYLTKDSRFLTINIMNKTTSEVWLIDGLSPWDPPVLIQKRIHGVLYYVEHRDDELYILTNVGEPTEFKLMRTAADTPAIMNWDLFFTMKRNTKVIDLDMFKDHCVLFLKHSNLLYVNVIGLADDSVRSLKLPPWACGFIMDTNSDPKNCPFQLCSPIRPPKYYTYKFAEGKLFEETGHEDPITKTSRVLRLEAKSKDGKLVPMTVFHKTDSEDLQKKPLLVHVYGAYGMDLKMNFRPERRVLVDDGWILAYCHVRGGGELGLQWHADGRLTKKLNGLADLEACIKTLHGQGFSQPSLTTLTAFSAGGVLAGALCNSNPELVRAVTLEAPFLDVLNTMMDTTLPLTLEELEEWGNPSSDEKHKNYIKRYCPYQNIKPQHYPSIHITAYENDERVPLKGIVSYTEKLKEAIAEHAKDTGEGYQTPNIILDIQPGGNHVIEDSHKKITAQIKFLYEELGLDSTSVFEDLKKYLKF
Numbers without * were called inactive; / = not tested or not shown.

SMILES	PAFAH2 FP inh	ZTA DNA inh	EBNA-1 inhibitor	LYPLA2 inh	LYPLA1 inh	PAFAH1B2 inh	PAFAH1B3 FP inh	pPAFAH FP inh	PREPL inh
Cc1ccsc1/C=N/NC(=O)c1ccc([N+](=O)[O-])cc1	2.8	14.7	3.6	7.3	1.6	0.0	3.4	3.5	7.6
Cc1nc(SC2C=CS(=O)(=O)C2)n[nH]1 (stereo not given)	-5.8	3.9	4.2	-0.7	0.3	0.3	-4.7	1.2	-2.1
O=c1c2c(ncn2C2CCCC2)n(Cc2ccccc2)c(=O)n1CCOc1ccc(Br)cc1	-7.3	-1.9	-0.3	-4.9	-6.3	3.7	-1.4	-4.8	11.9
Cc1ccc(C)c(N(C(=O)CNC(=O)c2ccco2)C(C(=O)NCC2CCCO2)c2ccccc2)c1 (stereo not given)	-3.3	-11.6	1.6	-0.6	0.5	-6.3	3.0	-2.2	14.9
CC1=NN(C(C#N)c2cccc([N+](=O)[O-])c2)C(C)(C)C1 (stereo not given)	-1.5	0.2	-7.5	1.3	0.2	1.1	6.0	-7.8	-6.3
O=C(Oc1c(CN2CCOCC2)cc(Cl)c2cccnc12)c1ccccc1Cl	-0.2	15.0	1.0	1.7	1.0	1.5	4.2	8.1	12.9
COc1cccc(-c2nnc(SCc3ccccn3)n2C)c1	10.4	4.1	-4.5	-1.6	-4.4	1.8	6.3	4.7	4.2
CC(C)Oc1ccc(C(=O)OCC(=O)c2ccc[nH]2)cc1	54.5*	/	/	/	/	2.2	4.8	7.6	19.9
CC(Sc1nc(-c2ccccc2)cc(C(F)(F)F)n1)C(=O)N1CCCCC1 (stereo not given)	0.6	12.2	1.0	0.7	-0.7	5.0	5.3	9.5	0.8
CCn1c2ccccc2n2c(=O)c(=O)n(CC(=O)N3CCN(c4ccccc4OC)CC3)nc12	/	-7.0	-4.8	-0.5	-1.7	/	/	4.3	5.5
O=C(CN(Cc1ccco1)C(=O)c1cccc(F)c1)Nc1ccccc1C(F)(F)F	0.2	2.4	/	-1.8	-2.3	5.5	-2.5	-1.8	3.4
S=c1[nH]nc(C2COc3ccccc3O2)o1 (stereo not given)	-3.9	11.2	5.7	11.4	1.6	3.0	-6.0	44.3*	-0.2
COc1ccc(C2(C(=O)NCc3ccco3)CCCC2)cc1OC	-2.6	0.2	11.4	6.0	-0.6	-4.7	3.3	2.2	2.1
COc1cccc(C2CC(C(F)(F)F)n3ncc(C(=O)NCC4CCCO4)c3N2)c1 (stereo not given)	14.6	2.0	10.1	0.7	-0.1	1.6	5.7	5.6	9.0
COc1cc(C)ccc1OCc1cc(C(=O)N2CCC(c3ccc(F)cc3)C2)no1 (stereo not given)	-12.6	-0.8	31.0*	2.1	0.5	-2.6	9.0	-0.2	0.6
Cc1ccc(N2C(=O)C(CN3CCCCC3)C2c2ccccc2)cc1 (stereo not given)	2.0	5.3	1.2	3.7	-1.4	0.3	-3.8	4.4	-16.7
O=C(Cc1cc(=O)[nH]c(=O)[nH]1)NCC1CCCO1 (stereo not given)	5.8	4.8	1.4	1.7	0.0	-0.8	7.9	0.3	9.8
CC(C)Nc1nc(NC(C)C)nc(NS(=O)(=O)c2ccc(N)cc2)n1	-1.9	-10.5	-18.6	5.9	2.4	10.4	-3.9	-2.1	-3.3
COc1cccc(/C=N/NC(=O)CCn2c3ccccc3c3ccccc32)c1	4.4	-8.4	25.8	-2.1	-4.1	4.2	-1.2	5.1	0.2
Cc1noc(N)c1C(=O)Nc1ccc(F)cc1	9.5	-3.5	-0.9	5.1	-0.7	5.5	4.7	-0.8	27.4
Cc1cc2ccccc2cc(C)c1=O	-2.6	-1.3	-6.7	4.0	2.3	1.1	-1.6	-5.0	3.1
O=C(Nc1ccc(N2CCN(C(=O)c3cccs3)CC2)cc1)c1ccc(Br)o1	0.2	4.5	/	17.1	0.2	9.2	6.5	1.0	30.9
CC(C)N(CC(N)=O)c1ccc(S(=O)(=O)N2CCCC2)cn1	4.2	1.9	/	-1.6	-0.9	7.5	3.0	-0.6	1.6
CCc1nnc(NC(=O)C(NC(=O)c2ccccc2Cl)C(C)C)s1 (stereo not given)	-6.6	15.4	10.9	4.2	-1.1	-4.7	-2.2	1.0	-4.1
Cc1cc(NC(=O)c2ccc(Cl)cc2)n(-c2ccccc2)n1	-0.9	7.2	-2.0	-4.5	-3.9	4.5	-0.2	4.6	-0.4
Cc1nc2nc[nH]n2c(=O)c1NS(=O)(=O)c1ccc(C(C)(C)C)cc1	4.1	-6.0	2.3	1.2	0.8	9.3	7.8	-1.4	8.3
C=CCNS(=O)(=O)c1ccc2c(c1)n(C)c(=O)n2C	-4.1	-4.9	7.1	-2.0	6.7	9.6	4.9	3.0	4.7
CCC1CCCCN1CCCNC(=O)c1c(O)nc2cc(C)ccn2c1=O (stereo not given)	-1.3	-5.4	-21.1	4.8	-1.6	-0.5	3.3	1.3	18.2
COCCNCC(=O)Nc1ccc(C)c(S(=O)(=O)N2CCCCC2)c1	1.1	-8.9	-4.8	-2.1	-0.8	3.4	5.7	-1.7	18.6
Cc1c(NC(=O)c2cc3ccccc3oc2=O)c(=O)n(-c2ccccc2)n1C	10.1	-8.1	3.0	-2.4	-2.7	-3.1	0.2	-4.8	5.6
Cc1ccc(Cn2ncc3c(NCCN(C)C)ncnc32)cc1	0.4	-18.2	-6.6	3.8	1.7	7.7	7.1	2.7	-3.2
CN(C)c1ccc(C(=S)NCc2ccco2)cc1	0.0	-14.4	3.1	5.2	-0.2	0.7	0.4	5.4	11.3
FC(F)(F)c1nc(N2CCCC2)ncc1-c1nnnn1-c1ccccc1	6.6	-7.1	8.8	0.8	0.0	4.7	-1.8	4.7	-2.3
CC1CCCCC1NC(=O)CSC1=Nc2ccccc2C2CC=NN12 (stereo not given)	-7.1	-17.1	/	-2.8	-1.4	-1.3	2.6	-2.4	-1.9
Cc1ccc(S(=O)(=O)NC(C)(C)CSc2ccccn2)cc1	3.0	-11.3	7.3	8.0	3.9	8.0	9.2	2.7	3.5
CCN1C(=O)[C@H]2[C@@H](c3ccc(-c4ccc(Cl)c(Cl)c4)cc3)N[C@@](CC(C)C)(C(=O)OC)[C@H]2C1=O	5.5	-5.8	-3.0	2.8	2.6	6.2	1.8	7.0	-0.9
O=C(NCc1ccco1)/C(=C/c1ccc(C(F)(F)F)cc1)c1nc2ccccc2[nH]1	-5.2	1.1	9.8	-7.7	0.9	6.9	3.9	1.0	-2.8
Nc1ncnc2c1nc(N1CCCCC1)n2[C@@H]1O[C@H](CO)[C@@H](O)[C@H]1O	11.3	0.8	/	4.8	1.2	3.2	1.6	-1.4	20.0
CCNS(=O)(=O)c1ccc(NC(=S)NCc2ccco2)cc1	-1.6	2.3	-2.8	-1.2	-2.9	-1.0	-3.5	4.3	18.2
N#C/C(=C(/O)COC(=O)CCC1CCCCC1)c1nc2ccccc2[nH]1	-7.2	13.8	8.9	0.0	-2.1	1.4	6.9	4.1	2.8

Compound profiles (already shown).
CN(C)c1ccc(C(=S)NCc2ccco2)cc1 is entered as PAFAH2 FP inh = 0.0; ZTA DNA inh = -14.4; EBNA-1 inhibitor = 3.1; LYPLA2 inh = 5.2; LYPLA1 inh = -0.2; PAFAH1B2 inh = 0.7; PAFAH1B3 FP inh = 0.4; pPAFAH FP inh = 5.4; PREPL inh = 11.3
CC1CCCCC1NC(=O)CSC1=Nc2ccccc2C2CC=NN12 (stereo not given) is entered as PAFAH2 FP inh = -7.1; ZTA DNA inh = -17.1; EBNA-1 inhibitor = /; LYPLA2 inh = -2.8; LYPLA1 inh = -1.4; PAFAH1B2 inh = -1.3; PAFAH1B3 FP inh = 2.6; pPAFAH FP inh = -2.4; PREPL inh = -1.9

Going on with the list.
SMILES	PAFAH2 FP inh	ZTA DNA inh	EBNA-1 inhibitor	LYPLA2 inh	LYPLA1 inh	PAFAH1B2 inh	PAFAH1B3 FP inh	pPAFAH FP inh	PREPL inh
CCCCn1c(N)c(N(CC(C)C)C(=O)C2CCCN(C(=O)c3ccc(Cl)cc3)C2)c(=O)[nH]c1=O (stereo not given)	-0.8	6.9	-2.7	3.8	1.6	5.1	-7.7	1.5	3.9
COCCN(C(=O)COC(=O)Cc1coc2cc3c(cc12)CCC3)c1c(N)n(Cc2ccccc2)c(=O)[nH]c1=O	11.7	2.8	-4.4	-0.4	-0.2	3.5	4.3	18.8	15.5
Cc1ccc(S(=O)(=O)N/N=C\c2cc([N+](=O)[O-])ccc2Cl)cc1	6.8	7.3	3.9	-3.5	-0.4	1.2	8.1	-3.1	-8.1
COc1ccc(-c2nc(C#N)c(N3CCC(C)CC3)o2)cc1	1.5	-18.8	-0.1	5.0	0.8	7.4	4.9	0.3	15.7
CCN1CCN(CC(=O)Nc2sc3c(c2C#N)CCC(C)C3)CC1 (stereo not given)	-4.0	-7.7	-6.3	-3.1	-7.8	6.9	4.1	-0.5	17.7
COCCNCCOc1ccccc1-c1ccccc1	-5.2	16.4	-2.0	-1.7	1.1	1.9	5.4	-5.5	3.8
CCNC(=O)CC1SC(=Nc2ccc(C)cc2)NC1=O (stereo not given)	-5.8	10.0	8.3	1.3	1.7	2.1	2.2	4.0	0.7
CCC1=Nc2cc(C(=O)O)ccc2Sc2ccc(Cl)cc21	0.1	8.7	6.5	-2.9	1.1	3.0	-0.1	0.8	-3.1
CCc1ccccc1NC(=O)C(Cc1cccc(OC)c1OC)c1nn[nH]n1 (stereo not given)	-0.4	9.1	8.5	-7.8	-0.5	1.6	5.3	4.8	3.1
COc1ccc(OC(=O)c2cc3ccccc3o2)cc1	2.8	-8.5	-2.0	4.1	-2.9	-1.2	4.7	7.4	4.1
COn1c(=O)c(-c2cccs2)[n+]([O-])c2ccccc21	15.5	-13.0	1.4	14.3	1.9	6.3	9.0	6.1	9.5
COC(=O)c1ccc(S(=O)(=O)NCCc2ccccc2OC)n1C	-4.8	7.6	-3.2	2.3	0.0	2.4	3.0	3.1	-11.6
COCCN(C(=O)Cc1cccs1)C(C(=O)NC1CCCC1)c1ccc(OC)c(OC)c1 (stereo not given)	-4.3	4.9	2.6	2.7	-0.1	2.1	3.8	5.4	4.9
CC(C(=O)O)n1nc(-c2ccccc2)c2ccccc21 (stereo not given)	-2.2	-3.9	-1.6	-3.1	-1.7	-1.4	8.4	2.2	-7.8
O=C(CSc1oc(-c2ccccc2)nc1S(=O)(=O)c1ccccc1)NCC1CCCO1 (stereo not given)	11.1	-8.1	-5.2	1.9	-1.6	3.6	2.5	5.1	-2.2
CCc1ncc(/C=C2\C(=O)Nc3ccccc32)[nH]1	-9.4	-5.6	3.9	4.0	4.6	2.2	8.7	7.3	1.4
CCc1c(C)c2nncn2[nH]c1=O	-1.5	1.7	-3.5	0.8	1.2	-0.6	3.3	6.5	-7.3
O=C(c1cc(-c2ccc(Cl)cc2)nc2ccccc12)N1CCC1	-6.0	7.4	2.7	1.9	-1.0	2.1	7.2	2.5	-18.7
Cc1c(/C=C(\C#N)c2nn(-c3ccccc3)c(N)c2C#N)c2ccccc2n1Cc1ccc(F)cc1	-0.4	4.7	1.1	-4.4	-1.6	2.1	-9.1	0.7	2.9
N#Cc1cc([N+](=O)[O-])c(-n2nnc3ccccc32)c([N+](=O)[O-])c1	6.2	-2.3	-21.7	0.1	-1.0	8.4	5.0	3.9	11.3
COc1cccc(Sc2nc(-c3ccccc3)ncc2S(C)(=O)=O)c1	4.7	-3.1	2.3	10.6	0.5	4.4	5.6	3.3	6.3
Cc1ccc(S(=O)(=O)c2nc(-c3ccc(F)cc3)oc2SCC(N)=O)cc1	0.6	-23.0	-0.4	0.9	0.1	0.9	2.6	-1.6	-12.4

Only part of the results is shown (hit frequency here may not be typical).
